# HEK293 tox – cytotoxicity counter-screen for GLP-1 receptor inverse agonists. HEK293 cAMP-luciferase reporter cells, luminescence, 24 h. Potency, µM (top dose mostly 38.3 µM), without a hit: top-dose activity change, negative = inhibition, hits mostly inhibitors. 0.13% of 410,000 active;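 also: loss of luciferase light is scored as toxicity; potency is read from the fitted curve at half-maximal effect; % is scaled to controls: 0 for no effect and ±100 for the full control effect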
#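 Seeding density was 200 cells/uL; after overnight-length (12 h) culture, 23 nL compounds went on for 24 h at 37 °C. Readout used a luciferase detection reagent, luminescence taken after 12 min at room temperature.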
# IL-1B inflam inh – blocks inflammasome-driven IL-1 beta release. THP-1 LPS/ATP IL-1B secretion, AlphaLISA, 16 h; hits give low values. activity change, % at 57.5 µM. 4.7% of 360,000 active; in the data active = activity change below about -50%; inconclusive = mostly about -30% to -49%; also: % is scaled to controls: 0 for no effect and ±100 for the full control effect
#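 THP-1 cells pretreated 1 hr with compounds (up to 57.5 uM final), then stimulated with LPS (250 ng/mL final) plus ATP (1.25 mM final); secreted IL-1B measured by AlphaLISA after 16 hr, decreased signal indicating inhibition.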
# HT1080 IDH1KD tx – HT-1080 IDH1 knockdown cell toxicity (counter line). AID 686971. HT-1080 IDH1 knockdown viability, ATP luminescence, 48 h. 2% of 360,000 active. Potency, µM (series often up to 46.1 µM), inactives show at the highest dose activity, negative = toxicity, usual class: cytotoxic;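 also: potency is read from the fitted curve at half-maximal effect; 0% = DMSO wells and -100% = cell-free medium wells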
#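 Cytotoxicity counter-line: IDH1KD HT-1080, 48 h, CellTiter-Glo. Curves classed by r2, magnitude and activity.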
# D3 ag – activates the human D3 dopamine receptor; D3R DiscoveRx beta-arrestin cells, luminescence, 90 min; 0.58% of 410,000 active; max activation, %; in the data active = max activation above about 30%; also: 0% is about no effect; mostly tested at two doses, the higher about 12 µM
# Target sequence (P35462 whole entry, looked up): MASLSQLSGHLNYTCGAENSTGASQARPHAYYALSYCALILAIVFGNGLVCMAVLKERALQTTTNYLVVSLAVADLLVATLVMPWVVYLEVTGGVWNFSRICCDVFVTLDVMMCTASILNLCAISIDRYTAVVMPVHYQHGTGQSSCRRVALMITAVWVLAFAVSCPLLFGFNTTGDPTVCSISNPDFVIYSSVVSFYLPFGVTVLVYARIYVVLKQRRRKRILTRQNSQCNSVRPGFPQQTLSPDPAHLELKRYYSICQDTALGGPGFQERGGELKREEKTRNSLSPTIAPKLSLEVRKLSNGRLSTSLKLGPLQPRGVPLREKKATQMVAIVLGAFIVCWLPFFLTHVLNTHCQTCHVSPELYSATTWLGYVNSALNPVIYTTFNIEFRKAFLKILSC
#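 Agonist mode: compounds and dopamine controls were applied to plated cells for 90 min at 37 degrees C after an overnight attachment at 1500 cells/well. Luminescent read-out followed 30 - 60 minutes at room temperature with DiscoveRx detection reagent.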
# KB-3-1 tox – kills parental KB-3-1 adenocarcinoma cells | KB-3-1 viability, CellTiter-Glo ATP luminescence, 72 h | Potency, µM (highest dose often 46.1 µM), for inactives: at the top dose activity change, negative = cytotoxic, hits mostly cytotoxic | 1.4% of 400,000 active; also: potency is read from the fitted curve at half-maximal effect; % is scaled to controls: 0 for no effect and ±100 for the full control effect; nearly all actives have a fitted effect of over 60% in size
#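 Screening of KB-3-1 cells (DMEM, 10% FBS, phenol-red free) ran from lowest to highest compound concentration; after 72 h at 37 °C viability was read luminescently and curves fitted.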
# SW480 rerep – inducers of DNA re-replication in SW480 colon cancer cells. Potency, µM (titrated, usually from 46.1 µM), for inactives: at the highest dose re-replication activation, most hits filed as activators. SW480 DNA re-replication, Hoechst DNA content imaging, 48 h. AID 624297. 1.8% of 340,000 active; also: potency is read from the fitted curve at half-maximal effect; % of control where 0% means no effect; nearly all actives have a fitted effect of over 55% in size
#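 Image-based read-out: total Hoechst fluorescence of nuclei (405 nm excitation, 500-530 nm emission), with hits raising the fraction of high-intensity nuclei. SW480 colon cells incubated 48 hr with compounds at 37 C.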
# MCF10A rereplic – inducers of DNA re-replication in MCF 10A breast cells. Potency, µM (highest dose often 46.1 µM), for inactives: at the highest dose activity, positive = re-replication, hits mostly activators. AID 624296. 2.9% of 350,000 active. MCF 10A DNA re-replication, Hoechst nuclear intensity, 48 h; also: potency is read from the fitted curve at half-maximal effect; % of control where 0% means no effect; nearly all actives have a fitted effect of over 50% in size
# HT1080NT lethal – kills 2HG-producing HT-1080-NT fibrosarcoma cells; Potency, µM (doses to about 46.1 µM), for the others: at the top dose activity, negative = less viability, actives largely listed as cytotoxic; 1.6% of 360,000 active; HT-1080-NT fibrosarcoma viability, CellTiter-Glo ATP luminescence, 48 h;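 also: NT is the 2HG producing partner of a matched IDH1 knockdown line; potency is read from the fitted curve at half-maximal effect; 0% = DMSO-treated cells and -100% = media-only wells without cells; nearly all actives have a fitted effect of over 55% in size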
#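 Read-out is CellTiter-Glo luminescence after 10 minutes at room temperature, following 48 hours' compound treatment of HT-1080-NT cells (750 cells/well, RPMI, 5% FBS, 37 degrees C).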
# KB-V1 MDR tox – KB-V1 MDR subline cytotoxicity. KB-V1 MDR cells viability, CellTiter-Glo, 72 h. Potency, µM (doses to about 46.1 µM), for inactives: at the top dose activity change, negative = cytotoxicity, most hits filed as cytotoxic. 3.4% of 400,000 active; also: potency is read from the fitted curve at half-maximal effect; % is scaled to controls: 0 for no effect and ±100 for the full control effect; nearly all actives have a fitted effect of over 60% in size
#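 Cytotoxicity via CellTiter-Glo luminescence after 72 h compound exposure at 37 degrees C. Cells: drug-selected KB-V1 line, DMEM phenol-red free plus 10% FBS. Compounds tested at multiple concentrations; normalized data fitted to concentration-effect curves.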
# The depositor's hits bear a star; ? = inconclusive; · = not tested or not shown; & = joins results of further samples; [ ] = remark or other dose. Unless noted, calls follow the shape of the dose curve; as a rule, active = well fitted curve in the direction sought with a large enough effect; inconclusive = small, poorly fitted or top-dose-only effect, or another doubt; inactive = no such curve, though single readings can be large; an effect the other way counts as inactive or inconclusive.
SMILES,HEK293 tox,IL-1B inflam inh,HT1080 IDH1KD tx,D3 ag,KB-3-1 tox,SW480 rerep,MCF10A rereplic,HT1080NT lethal,KB-V1 MDR tox
CCOC(=O)N1CCC(=NNC(=O)c2cc3ccccc3cc2O)CC1,-10%,17,2%,1,2%,0%,4%,11%,-2%
Nc1ncnc(N)c1NC(=O)c1ccc(OCc2ccccc2)cc1,3%,30,8%,-3,4%,·,·,7%,6%
O=C(O)CCC(=O)NC(c1ccccc1)c1ccccc1,-2%,18,0%,-7,-4%,-1%,-1%,-4%,-9%
COc1ccccc1CNC(=O)c1ccc2nc(N3CCOCC3)sc2c1,4%,3,9%,-2,4%,-8%,11%,20%,-7%
CN(C)/C=C/C(=C\C(=O)C(F)(F)F)Nc1ccc(C(F)(F)F)cc1,2%,13,-3%,6,5%,-5%,2%,-1%,23%
COc1ccc(CC(N)c2csc(NC(=O)c3ccc(OC)cc3)n2)cc1 (stereo not drawn),2%,?,-22%,-5,10%,·,·,?,-28%
CN(C(=O)c1ccccc1Br)C1CCS(=O)(=O)C1 (stereo not drawn),-2%,3,-1%,12,3%,228%,-14%,0%,29%
CCc1ccccc1NC(=O)CCNS(=O)(=O)c1ccc2c(c1)CCCC(=O)N2,0%,·,·,0,11%,·,·,·,0%
CC(C)(C)c1ccc(S(=O)(=O)NCCOCC(F)(F)C(F)F)cc1,-25%,26,-1%,-2,-8%,2%,4%,1%,?
C=CCc1cc(Cl)ccc1OCCn1ccnc1,-2%,-14,-24%,-8,8%,?,-1%,-7%,-7%
CC(=O)N(C(C)=O)c1c(C#N)c(C)n(-c2ccccc2)c1C(=O)c1ccccc1,-8%,22,-22%,3,12%,?,6.5µM*,-27%,?
CCOc1ccc(S(=O)(=O)n2ccc(C)n2)c2ccccc12,23%,-53*,-34%,-1,0%,5%,6%,-3%,0%
Cc1ccc(N2CCN(S(=O)(=O)c3c(C)[nH]c(=O)[nH]c3=O)CC2C)cc1 (stereo not drawn),-3%,·,·,3,-17%,·,·,·,5%
Cc1cc(C(=O)CN2CCN(CC(=O)Nc3ccc(F)cc3)CC2)c(C)n1C1CC1,-23%,-4,-1%,4,0%,-8%,6%,8%,?
O=C(Cn1nc(-c2ccco2)ccc1=O)Nc1cc(C(F)(F)F)ccc1Cl,-6%,0,-5%,0,-1%,8%,9%,-9%,-13%
CN(CCOc1ccc(Cl)cc1)C(=O)CNS(=O)(=O)c1ccc(N(C)C)c([N+](=O)[O-])c1,?,-5,-16%,-6,-16%,3%,7%,-3%,?
COc1ccc(NC(=O)C2=C(C)Nc3ncnn3C2c2cccn2C)cc1 (stereo not drawn),0%,·,·,2,11%,·,·,·,?
COc1ccc(N2CCN(C(=O)CSc3nc4ccccc4c(=O)[nH]3)CC2)cc1,-3%,1,-4%,14,0%,2%,15%,-5%,-4%
CCC(C(=O)N(C)Cc1ccccc1)n1nc(C)c2sc3ccccc3c2c1=O (stereo not drawn),7%,·,·,6,1%,·,·,·,-14%
Cc1cccc(Cn2cc3c(=O)n(Cc4cccc(F)c4)nc-3c3ccccc32)c1,-4%,22,-4%,-16,0%,-44%[inhibitor],-22%,-1%,-9%
COc1ccc(-n2nnc3c(=O)n(Cc4ccccc4C)cnc32)cc1,6%,7,-12%,-22,7%,-2%,3%,6%,-25%
O=C(CSc1nnc(CN2CCOCC2)n1-c1ccc(Cl)cc1)N1CCc2ccccc21,5%,-2,1%,-15,-1%,-1%,1%,1%,1%
Cc1ccccc1NC(=O)CC1C(=O)NCCN1C(=O)c1cccc(Cl)c1 (stereo not drawn),5%&4%,-8,8%,-3&8,13%,2%,0%,3%,5%
COc1ccc(CNC(=O)CN(C(=O)c2csnn2)c2cccc(F)c2)cc1,-2%,12,20%,-4,7%,0%,-25%,13%,2%
CN(CCc1ccccc1)C(=O)c1cccc(NC(=O)Cc2cccc(NC(=O)C3CCN(C(=O)C4CC4)CC3)c2)c1,-3%,-1,10%,3,2%,15%[9.22 µM],?,6%,20%
Cc1nn(-c2ccccc2)c(C)c1NC(=O)COC(=O)c1ccc(O)cc1O,-15%,8,-2%,7,9%,-5%,?,1%,-1%
Cc1ccc2c(C(=O)CN3CCC4(CC3)OCCO4)c(C)[nH]c2c1,-13%,7,19%,-2,-5%,8%,8%,3%,-2%
COc1ccc(CCNC(=O)COC(=O)c2cncc(Br)c2)cc1OC,2%,16,-2%,0,5%,-6%,-3%,4%,-5%
CCOc1ccc(NC(=O)c2ccccn2)cc1,-9%,-4,?,-3,?,-2%,21%,?,21µM*
CSCCC(C(=O)NCc1cccs1)N1C(=O)c2ccccc2C1=O (stereo not drawn),-5%,17,23%,0,4%,-9%,3%,8%,0%
C[C@@H]1CN([C@@H](C)CO)C(=O)CCCn2cc(nn2)CO[C@H]1CN(C)C(=O)Oc1ccccc1,-18%,26,4%,1,?,·,·,-1%,?
Cc1c(C(=O)N2CCCC2)sc(NC(=O)c2cccs2)c1C#N,-4%,5,2%[9.24 µM],3,-2%,-4%,-3%,-3%,-4%
COCCN1Cc2cccc(C(=O)Nc3ccccc3OC)c2C1=O,-2%,-9,17%,-4,-1%,-6%,?,11%,-11%
Cc1nc2sccn2c(=O)c1S(=O)(=O)Nc1ccc(N2CCN(C)CC2)cc1,11%&8%,27,7%,-5&-21,-11%&-2%,-3%,-2%,3%,-9%&-3%
CCCCn1c(C2CC(=O)N(c3ccc(OCC)cc3)C2)nc2ccccc21 (stereo not drawn),-4%,·,·,4,-16%,·,·,·,-19%
CCc1nc(N)nc(N)c1-c1ccc(Cl)cc1,3%,-25,1.2µM*,11&5,?,?,64%&16%,0.82µM*,?
Cc1c(C(=O)NC2CCN(Cc3ccccc3)C2)oc2ccc(Br)cc12 (stereo not drawn),11%,?,?,-20,1%,?,?,?,-18%
Cc1ccc(C(=O)NCCc2nnc3ccc(SCC(=O)Nc4nnc(C)s4)nn23)cc1,8%,1,4%,2,5%,·,·,2%,?
Cn1c(=O)c2c(ncn2CC(=O)Nc2ccccc2N2CCOCC2)n(C)c1=O,5%,-7,-5%,-3,-10%,0%,5%,0%,-4%
O=C(COC(=O)c1cccs1)NC1CCCCC1,3%,15,4%,0,24%,1%,5%,1%,18%
CCCCCCN1C2=NCCN2c2ccccc21,-18%,-21,-8%,1,-1%,-7%,-3%,-8%,?
Cc1ccc(NC(=O)CSc2nnc(C)c(=O)n2N)c(C)c1,-12%,12,1%,6,0%,-7%,17%,6%,-17%
NC(=O)NC1CCCc2c1[nH]c1ccc(Cl)cc21 (stereo not drawn),14%,18,-11%,4,?,-4%,-3%,-10%,-4%
CCc1ccc(OCCNC(=O)c2ccco2)cc1,-3%,-25,2%,4,-10%,?,15%,3%,3%
COc1cc(/C=C/C(=O)OCC(=O)N2CCCC2)ccc1OCC#N,0%,-7,-7%,1,-5%,-8%,0%,-10%[9.24 µM],?
O=[N+]([O-])c1cc(-c2n(-c3ccccn3)c3ccccc3[n+]2-c2ccccn2)ccc1Cl,5%,-15,-2%,-7,-3%,-2%,-35%[inhibitor],-2%,?
CC1CCCC(NC(=O)c2ccc(F)c(S(=O)(=O)N3CCOCC3)c2)C1C (stereo not drawn),-1%,9,6%,3,15%,-6%,1%,-1%,?
COc1ccccc1-c1nnc(SCC(=O)O)n1-c1ccccc1,-4%,25,0%,-1,11%,0%,0%,1%,2%
Cc1nn(C)c(C)c1S(=O)(=O)N(CC(=O)Nc1nccs1)c1ccc(C(C)C)cc1,4%,14,1%,2,5%,-1%,5%,0%,-4%
CCCNC(=O)C[C@H]1CC[C@@H]2[C@H](COC[C@@H](O)CN2C(=O)c2ccccn2)O1,7%,27,16%,-9,-2%,·,·,16%,-6%
# Additional structures
SMILES,HEK293 tox,IL-1B inflam inh,HT1080 IDH1KD tx,D3 ag,KB-3-1 tox,SW480 rerep,MCF10A rereplic,HT1080NT lethal,KB-V1 MDR tox
S=C(NCc1ccncc1)Nc1ccc(Cl)c(Cl)c1,-15%,-61*,?,0,-18%,17%,?,-21%,-10%
COc1cc2c(c(OC)c1)C(c1cccc(F)c1F)CC(=O)N2 (stereo not drawn),-1%,·,·,5,-1%,·,·,·,23%
COc1ccc(/C=C2\OC(=O)c3c(OC)cccc32)cc1OC,389%[activator],?,4%,8,0%,?,?,13%,0%
C/C(=N\NC(=O)c1cc(C)[nH]n1)c1cccs1,9%,2,15%,-7,3%,-44%[inhibitor],-49%[inhibitor],13%,4%
Cn1cc(SCC(=O)NCc2ccc(F)cc2)c2ccccc21,-6%,-17,1%,4,7%,2%,4%,-6%,?
COc1ccc(NC(=O)COc2coc(CN3c4ccccc4CC3C)cc2=O)cc1 (stereo not drawn),-25%,7,-1%,4,9%,-2%,15%,-5%,-5%
COc1ccc(C(=O)NNC(=O)c2ccc(C)cc2)cc1S(=O)(=O)N1CCCC1,10%[7.66 µM],0,0%,3,22%,-6%,-2%,9%,-14%
Cc1cccnc1NC(=O)CCCc1c[nH]c2ccccc12,-1%,18,2%,-4,3%,1%,0%,-1%,?
Clc1cccc(N2CCN(c3nc4ccccc4n4cnnc34)CC2)c1,1%,·,·,3,-8%,·,·,·,24%
Nc1ccccc1-c1ccc([N+](=O)[O-])cc1,-6%,-1,?,0,?,?,23µM*,?,3%

# Random excerpt: 3 entries already listed
SMILES,HEK293 tox,IL-1B inflam inh,HT1080 IDH1KD tx,D3 ag,KB-3-1 tox,SW480 rerep,MCF10A rereplic,HT1080NT lethal,KB-V1 MDR tox
S=C(NCc1ccncc1)Nc1ccc(Cl)c(Cl)c1,-15%,-61*,?,0,-18%,17%,?,-21%,-10%
COc1cc2c(c(OC)c1)C(c1cccc(F)c1F)CC(=O)N2 (stereo not drawn),-1%,·,·,5,-1%,·,·,·,23%
COc1ccc(C(=O)NNC(=O)c2ccc(C)cc2)cc1S(=O)(=O)N1CCCC1,10%[7.66 µM],0,0%,3,22%,-6%,-2%,9%,-14%

# Random draw from the library. Share with any hit: about 11%.
